SNCA expr inhib – Primary qHTS assay for inhibitors of alpha-synuclein gene (SNCA) expression. AID 1671194, 2021. Potency, µM (doses to about 57.2 µM), for the others: top-dose activity change, negative = inhibition, most hits filed as inhibitors. 0.17% of 140,000 active. HEK-293 SNCA-luciferase knock-in, luminescence, 24 h;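 further: potency means the concentration at half of the fitted maximal effect; plate controls were DMSO cells for no effect and cell-free wells for full effect; nearly all actives have a fitted effect of over 45% in size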
Luciferase inh – Firefly luciferase inhibition profiling of diverse chemical library using quantitative high-throughput screening; Luciferin 4-monooxygenase (Photinus pyralis), P08659; purified P. pyralis luciferase, luminescence, biochemical; Potency, µM (series often up to 115 µM), for the others: at the highest dose activity change, negative = inhibition, most hits filed as inhibitors; 2.5% of 76,000 active; AID 1347043, 2019; further: potency means the concentration at half of the fitted maximal effect; nearly all actives have a fitted effect of over 65% in size
Target sequence (P08659 whole entry, looked up): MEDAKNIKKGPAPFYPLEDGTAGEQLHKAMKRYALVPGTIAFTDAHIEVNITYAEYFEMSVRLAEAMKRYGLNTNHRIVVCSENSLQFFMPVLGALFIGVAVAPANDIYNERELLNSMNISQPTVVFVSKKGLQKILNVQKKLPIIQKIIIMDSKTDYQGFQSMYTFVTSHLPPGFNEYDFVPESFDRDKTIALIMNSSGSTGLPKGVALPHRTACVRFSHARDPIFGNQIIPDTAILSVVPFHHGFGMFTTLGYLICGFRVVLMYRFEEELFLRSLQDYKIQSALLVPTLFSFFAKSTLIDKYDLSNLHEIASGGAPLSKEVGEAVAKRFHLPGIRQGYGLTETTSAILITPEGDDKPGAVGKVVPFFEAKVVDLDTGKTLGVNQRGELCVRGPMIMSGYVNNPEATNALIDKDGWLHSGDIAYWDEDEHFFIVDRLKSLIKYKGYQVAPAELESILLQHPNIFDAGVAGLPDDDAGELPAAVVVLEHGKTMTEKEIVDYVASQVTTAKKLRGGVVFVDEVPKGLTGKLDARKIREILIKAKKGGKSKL
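FLuc 10nM, D-luciferin 10uM, ATP 10uM, Mg acetate 10mM, Tris acetate pH 7.5, Tween/BSA; cpd qHTS; enzyme added last; CCD luminescence.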
GPT2 inh – Primary qHTS assay for inhibitors of Glutamate pyruvate transaminase 2 (GPT2); Alanine aminotransferase 2 (Homo sapiens), Q8TD30; 0.25% of 100,000 active; Recombinant GPT2, coupled pyruvate oxidase/HRP Amplex Red fluorescence; AID 1671188, 2021; Potency, µM (series often up to 57.7 µM), inactives show top-dose activity change, negative = inhibition, most hits filed as inhibitors; further: potency means the concentration at half of the fitted maximal effect; nearly all actives have a fitted effect of over 60% in size; many of its hits are not listed in these tables
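Fluorescence of coupled pyruvate oxidase/HRP/Amplex Red system (50uM Amplex, 30 min, dark) reports pyruvate formed by GPT2. Enzyme reaction: 10ng/uL GPT2, 2mM L-alanine, 250uM a-KG, 30 min room temperature, pH 7.5; 50uM AOA control.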
3T3 cytotox – Cytotoxic Profiling in NIH 3T3 Cell Line of Diverse Libraries Using Quantitative High-Throughput Screening. Potency, µM (doses to about 96.7 µM), for the others: at the top dose activity change, negative = cytotoxicity, actives largely listed as inhibitors. 4.3% of 94,000 active. NIH 3T3 viability, CellTiter-Glo ATP luminescence, 48-72 h; further: potency means the concentration at half of the fitted maximal effect; nearly all actives have a fitted effect of over 55% in size
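Viability of NIH 3T3 cells after 48 or 72 hr compound treatment at 37 °C was assessed by CellTiter-Glo, with luminescence imaged following a 10 min room-temperature step.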
HEK cytotox – Cytotoxic Profiling in HEK 293 Cell Line of Diverse Libraries Using Quantitative High-Throughput Screening; HEK 293 viability, ATP luminescence (CellTiter-Glo), 48-72 h; Potency, µM (doses to about 115 µM), without a hit: top-dose activity change, negative = cytotoxicity, hits mostly inhibitors; 6.6% of 94,000 active; further: potency means the concentration at half of the fitted maximal effect; nearly all actives have a fitted effect of over 60% in size
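Viability of HEK 293 cells, plated at 250 cells/well, was judged by cellular ATP after compound treatment for 48 or 72 hr. Luminescence was imaged 10 min after CellTiter-Glo addition at room temperature.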
IP6K1 inhibitor – Primary qHTS assay for small molecule inhibitors of Inositol hexaphosphate kinase 1 (IP6K1) | activity change, % (series mostly up to about 58 µM) | AID 1645851, 2021 | 0.81% of 140,000 active | Inositol hexakisphosphate kinase 1 (Homo sapiens), Q92551 | IP6K1 kinase, ADP-Glo luminescence, 2 h; stronger effect = lower value; in the data active means activity change below about -25%
Target sequence (Q92551 whole entry, looked up): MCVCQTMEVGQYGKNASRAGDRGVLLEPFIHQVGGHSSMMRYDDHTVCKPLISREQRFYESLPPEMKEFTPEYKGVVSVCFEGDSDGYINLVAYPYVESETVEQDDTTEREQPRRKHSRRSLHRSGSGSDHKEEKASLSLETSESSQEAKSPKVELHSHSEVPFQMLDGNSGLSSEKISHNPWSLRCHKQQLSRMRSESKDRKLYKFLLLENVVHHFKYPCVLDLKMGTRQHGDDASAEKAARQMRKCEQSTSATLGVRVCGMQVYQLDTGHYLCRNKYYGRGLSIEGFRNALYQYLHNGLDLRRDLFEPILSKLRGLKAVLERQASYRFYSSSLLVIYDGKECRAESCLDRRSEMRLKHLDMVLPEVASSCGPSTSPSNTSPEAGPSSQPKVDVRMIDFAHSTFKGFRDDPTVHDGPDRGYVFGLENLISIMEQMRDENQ
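ADP-Glo luminescence measures ADP made by human IP6K1 during a 2 h RT reaction with ATP/IP6 (mix at 1.3 mM/130 uM); top library doses 57.5 and 19.1 uM final.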
HEK293 viab – GF-AFC viability counterscreen for inhibitors of alpha-synuclein gene (SNCA) expression | HEK-293-SNCA-luc viability, GF-AFC fluorescence, 24 h | Potency, µM (series often up to 57.1 µM), inactives show at the top dose activity change, negative = cytotoxicity, usual class: cytotoxic | 0.12% of 150,000 active;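 further: potency means the concentration at half of the fitted maximal effect; 0% = DMSO-treated cells and -100% = medium-only wells without cells; nearly all actives have a fitted effect of over 30% in size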
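HEK-293-SNCA-luc cells (1500/well) plated 24 h, then exposed 24 h to a dilution series; GF-AFC added 30 min at 37C, fluorescence 405/540 nm; normalised to medium-only and DMSO wells, Hill fit.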
An asterisk follows results filed as active; i = inactive; ? = inconclusive; · = no result given; [ ] = remark or other dose. Unless noted, the call rests on the fitted dose curve; in most records, active means well fitted curve in the direction sought with a large enough effect; inconclusive means small, poorly fitted or top-dose-only effect, or another doubt; inactive means no such curve, though single readings can be large; an effect the other way counts as inactive or inconclusive. Unless noted, on the % scale 0 is the no-effect control and ±100 the full control effect.

Sequence of screens: SNCA expr inhib, Luciferase inh, GPT2 inh, 3T3 cytotox, HEK cytotox, IP6K1 inhibitor, HEK293 viab
Cc1ccc(C)c(-c2cc3c(=O)n(CCNC(=O)c4cccc(N(C)C)c4)ccn3n2)c1
  ?, -2.9%, i, ?, ?, 7.3, ?
COc1ccc(Cn2c(CCC(=O)NCc3ccc(Cl)cc3)nc3cccnc32)cc1
  -21.2%, ·, ·, ·, ·, -13.3, -10.4%
Cc1cccc(NC(=O)CN(c2ccc(C(C)C)cc2)S(=O)(=O)c2c(C)nn(C)c2C)c1C
  2.2%, ·, ·, ·, ·, 22.9, -4.9%
O=C(CC1CCCN(c2cn[nH]c(=O)c2)C1)N1CCN(c2cccc(Cl)c2)CC1 (stereo not given)
  -8.0%, 9.8%, i, ?, ?, 6.5, -8.1%
COCCn1cnc2ccc(-c3ccccc3Oc3ccccc3)nc2c1=O
  6.2%[87.6 µM], ?, -0.1%[88.5 µM], ?, ?, -7.2, -8.5%[87.6 µM]
CNC(=O)c1ccc2c(c1)N(Cc1ccccc1Cl)C(=O)c1ccccc1S2
  -4.7%, ·, ·, ·, ·, -12.5, -14.9%
CC(C)NC(=O)CC[C@@H]1CNC(=O)[C@@H]2C[C@H](NCc3cccc(Cl)c3)CN12
  -1.5%[87.6 µM], -6.0%[172 µM], i, 3.7%[174 µM], 0.5%[172 µM], 1.5, 4.9%[87.6 µM]
Cc1ccc(CSc2nc3ccc(NC(=O)COc4ccc(F)cc4)cc3s2)cc1
  ?, ·, ·, ·, ·, 0.2, 5.5%
CC(=O)N1c2ccc(S(=O)(=O)NCC3CCC(C(=O)NC(C)(C)C)CC3)cc2CC1C (stereo not given)
  3.3%, ·, ·, ·, ·, -5.1, -0.6%
Cn1c(=O)c2c(c3ccccc31)OC(=O)CC2c1ccccc1 (stereo not given)
  22.3%, ·, ·, ·, ·, 22.4, 7.7%
COc1cccc(Nc2cc(C(=O)NCc3cccnc3)c3c(c2)ncn3C)c1
  21.1%[87.6 µM], 7.7%[172 µM], i, ?, -26.8%[172 µM], 5.9, 9.0%[87.6 µM]
Cc1ccccc1Cn1nnc2c(=O)[nH]c(C3CCCN(C(=O)c4ccc(F)cc4)C3)nc21 (stereo not given)
  27.8%, ·, ·, ·, ·, 14.6, -1.7%
Cc1ccc(C)c(N2CCN(C(=O)c3cc4ccc5cccnc5c4[nH]3)CC2)c1
  137.4%[activator], ·, ·, ·, ·, 7.0, 14.2%
CC(=O)N1c2ccccc2CC1C(=O)N1CCN(c2ccc(F)cc2)CC1 (stereo not given)
  -12.8%, ·, ·, ·, ·, 41.0, 18.0%
Cc1ccc(CNC(=O)CCCn2c(=O)[nH]c3ccc(Br)cc3c2=O)cc1
  69.1%[activator], ·, ·, ·, ·, 16.2, 12.0%
CCOC(=O)C1CCC(CN(Cc2ccc(OC)cc2)S(=O)(=O)c2ccc(F)c(C(=O)Nc3cc(C)ccc3C)c2)CC1 (stereo not given)
  12.0%, ·, ·, ·, ·, 3.5, 11.7%
CCc1cc(=O)n(CC(=O)Nc2ccccc2)c(-c2ccccc2)n1
  13.0%, 11.8%, i, -14.6%, ?, -8.1, -1.5%
COC(=O)C1=C(C)NC(=O)NC1c1ccc(O)cc1 (stereo not given)
  -8.9%, 0.0%, i, -21.9%, -2.4%, -15.2, 2.3%
CN(C)c1cccc(C(=O)N2CCN(C(=O)c3nnn4c3COC(c3ccc(Cl)cc3)C4)CC2)c1 (stereo not given)
  ?, -24.6%, i, ?, ?, -6.9, ?
CCn1cc(S(=O)(=O)c2cc(C)cc(C)c2)c(=O)c2cc(F)c(N3CCN(c4ccccc4)CC3)cc21
  -4.6%, ·, ·, ·, ·, -13.9, 2.5%
Cc1nccn1CC(=O)N1CCCn2cc(-c3ccccc3F)nc21
  10.5%, -0.4%, -15.4%, -2.6%, -7.4%, 0.4, 5.4%
COc1cccc(C(=O)Nc2ccc3c(N4CCOCC4)ncnc3c2)c1
  33.9%[activator], ?, i, -59.4%, -76.7%, 6.3, -22.2%
CCOC(=O)c1ccc(N2C(=O)c3n[nH]c(-c4cccs4)c3C2c2ccc(Cl)cc2Cl)cc1 (stereo not given)
  ?, ·, ·, ·, ·, -11.4, 22.4µM*
CC(C)OC(=O)N1CCC(COc2ccc3c(cnn3CC[S+](C)(=O)[O-])c2)CC1
  ?, -7.9%[172 µM], ?, ?, ?, 19.5, -23.0%[87.6 µM]
CCNC(=O)N1CCC(OC)c2ccccc2N(C)C(=O)C1 (stereo not given)
  ·, ·, ·, ?, -28.1%, -4.5, ·
CCOc1ccc(NC(=O)NCc2cccn2Cc2ccccc2)cc1
  19.5%, ·, ·, ·, ·, 21.0, -3.4%
Cc1cc2cc(-c3c(C)noc3C)nc(-c3cccc([S+](C)(=O)[O-])c3)c2o1
  83.2%[activator][87.6 µM], 0.9%[172 µM], -11.7%[88.5 µM], 11.2µM*, ?, -10.5, -19.5%[87.6 µM]
CC(C(=O)NCC1CCOCC1)c1ccccc1 (stereo not given)
  38.9%[activator], 5.4%, i, i, 0.6%, -7.7, 0.7%
O=C1c2cnccc2OC2(CCCC2)CN1Cc1ccccc1
  ·, ·, ·, ?, ?, -10.2, ·
O=C(NC1CCCC1)NC1CCN(c2ccc3nnc(C4CC4)n3n2)C1 (stereo not given)
  ·, ·, ·, -15.3%, -4.9%, 24.5, ·
CCC(=O)N1CCCC(n2c(C)cnc2-c2cccnc2)C1 (stereo not given)
  -15.2%, -5.7%, 2.0%, -8.8%, i, -4.5, -9.6%
CC(=O)N1CCC2(CC1)CN(C(=O)c1ccnc(N)c1)Cc1ccccc1O2
  ?, ·, i, i, -12.3%, 12.0, 0.1%
COCCn1nnnc1C1CC2(CCOCC2)C(=O)N1Cc1ccc(OC(C)C)cc1 (stereo not given)
  27.5%, 9.1%, i, -11.8%, 4.4%, 1.7, 5.6%
CN(C(=O)c1ccnc(-c2nnc3ccc(N4CCOCC4)nn23)c1)c1ccccc1
  32.2%[87.6 µM], 10.4%[172 µM], 4.4%[88.5 µM], -65.7%[138 µM], -48.5%[172 µM], 112.6, 0.4%[87.6 µM]
COCCN(Cc1ccccn1)C(=O)c1ccc2c(c1)ncn2C
  1.6%, -1.0%, -1.5%, 0.7%, -31.5%, 33.0, -3.7%
CCCNC(=O)N1CCCN(S(=O)(=O)c2ccc3c(ccn3CC)c2)CC1
  41.0%[activator], ·, ·, ·, ·, 21.7, 0.9%
NCc1ccc(-c2ccc(F)cc2F)cc1
  -21.4%[87.6 µM], ·, 3.0%[88.5 µM], ?, ?, -5.7, ?
COc1ccc(CCNC(=O)c2cc(-c3cc(Cl)cc(Cl)c3)c3nncn3n2)cc1
  -20.4%, ·, i, -26.8%, -1.6%, -7.6, ?
CNc1ccc(-c2nc(-c3ccccc3C)no2)cc1[N+](=O)[O-]
  61.1%[activator], ·, ·, ·, ·, -4.4, -23.9%
COc1ccc(-c2ccc(C(=O)NCc3ccccn3)cc2)nn1
  ·, ·, ·, -24.3%, -21.6%, 1.4, ·
COCC(=O)N[C@@H]1CN(S(=O)(=O)c2cn(C)cn2)CC[C@@H]1c1nc(C)no1
  ?, 2.5%, -7.2%, i, -7.8%, 21.0, 3.0%
CCc1cc2c(cc3c(=O)n(CC(=O)NCc4cc(Br)ccc4OC)ncn32)s1
  -11.2%, ·, ·, ·, ·, 10.1, -3.0%
COc1ccc(CCC(=O)N2CC(c3nnc(C(C)C)o3)C3(CCOCC3)C2)cc1 (stereo not given)
  ?, -4.4%, -0.5%, -18.1%, -18.1%, 14.9, -9.6%
O=C1CC(c2noc(C3CCC3)n2)CN1C1CCCCC1 (stereo not given)
  -13.4%, -6.1%, -2.3%, -2.9%, i, -0.3, -7.8%
CN(Cc1cccc(C(F)(F)F)c1)C(=O)C1(c2ccc(Cl)cc2)CCOCC1
  -11.4%, ·, ?, ?, ?, -4.7, -3.0%
CC(C)c1ccc(NC(=O)N2CCc3[nH]c4ccc(F)cc4c3C2)cc1
  0.6%, ?, i, ?, ?, 1.7, -12.6%
C=CCNC(=O)N[C@H]1[C@H](O)[C@@H](Oc2ccccc2)[C@@H]2OC[C@H]1O2
  -0.6%[87.6 µM], -5.2%[172 µM], i, 3.6%[174 µM], 3.7%[172 µM], 9.8, 10.3%[87.6 µM]
COc1ccc(-c2cc(OC(=O)c3ccc(F)cc3)c3c(C)oc(C)c3c(=O)c2)cc1OC
  3.2%, ·, ·, ·, ·, 5.2, 4.5%
CCNC(=O)[C@H]1O[C@@H](n2cnc3c(N)nc(NCCc4ccc(CCC(=O)O)cc4)nc32)[C@H](O)[C@H]1O
  -7.9%, ·, i, ·, ·, ·, 4.2%
O=C(O)C[C@@H]1CCN(S(=O)(=O)c2cccs2)C[C@@H]1CC1=NCCc2ccccc21
  -19.1%[87.6 µM], 4.8%[172 µM], -7.9%[88.5 µM], -23.7%[138 µM], -16.4%[172 µM], -9.0, 6.0%[87.6 µM]
Cc1nc(C)n(CCCNC(=O)C2CCN(C(=O)C3CCC3)CC2)n1
  -14.4%, 5.4%, -13.7%, i, -0.8%, 26.4, 1.9%

An excerpt of these results, as comma-separated lines.
compound,SNCA expr inhib,Luciferase inh,GPT2 inh,3T3 cytotox,HEK cytotox,IP6K1 inhibitor,HEK293 viab
C=CCNC(=O)N[C@H]1[C@H](O)[C@@H](Oc2ccccc2)[C@@H]2OC[C@H]1O2,-0.6%[87.6 µM],-5.2%[172 µM],i,3.6%[174 µM],3.7%[172 µM],9.8,10.3%[87.6 µM]
COc1ccc(-c2cc(OC(=O)c3ccc(F)cc3)c3c(C)oc(C)c3c(=O)c2)cc1OC,3.2%,·,·,·,·,5.2,4.5%
CCNC(=O)[C@H]1O[C@@H](n2cnc3c(N)nc(NCCc4ccc(CCC(=O)O)cc4)nc32)[C@H](O)[C@H]1O,-7.9%,·,i,·,·,·,4.2%
CC(=O)N1CCC2(CC1)CN(C(=O)c1ccnc(N)c1)Cc1ccccc1O2,?,·,i,i,-12.3%,12.0,0.1%

Bioassay records deposited in PubChem BioAssay by National Center for Advancing Translational Sciences (NCATS).

Some of the compounds tested. The share of hits here may be higher or lower than overall.
